Screens: PubChem BioAssay, National Center for Advancing Translational Sciences (NCATS)
GoLoco inh red: blocks human Gai1 binding to RGS12 GoLoco peptide, red readout; Gai1:RGS12 GoLoco peptide FP, rhodamine, 10 min; Potency, µM (highest dose often 61.6 µM), for the others: at the highest dose activity, negative = inhibition, hits mostly inhibitors; P63096; 0.44% of 230,000 active; active = well fitted inhibition curve with a large enough effect, not every such curve was filed as active; inactive = no such curve, though single readings can be large or run the other way; also: % is scaled to controls: 0 for no effect and ±100 for the full control effect; nearly all actives have a fitted effect of over 30% in size; many of its hits are not listed in these tables
GLA spleen mod: inhibits or activates alpha-galactosidase in human spleen homogenate; Potency, µM (doses to about 80 µM), without a hit: at the highest dose activity change, negative = inhibition, most hits filed as inhibitors; 0.008% of 240,000 active; P06280; human spleen homogenate, 4MU-alpha-Gal fluorescence, 40 min; AID 2107;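 also: 0% = enzyme with vehicle and -100% = no enzyme basal signal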
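Human spleen homogenate (1 ug) was the enzyme source, with 4-methylumbelliferyl-alpha-D-galactopyranoside (1 mM final) in pH 5.0 citrate buffer with 0.01% Tween-20. Compounds were titrated; after 40 min at 37C, NaOH/glycine stop, 4-MU fluorescence read; AC50 from Hill fits.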
SMN2 splice up: enhancers of SMN2 splice variant expression; 2.8% of 210,000 active; HEK293 SMN2-luciferase splicing reporter, luminescence, 30-36 h; Potency, µM (titrated, usually from 46.1 µM), without a hit: at the top dose activity change, positive = activation, actives largely listed as activators; also: % of control where 0% means no effect; nearly all actives have a fitted effect of over 55% in size
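HEK293 cells carry an SMN2 […]–luciferase reporter in which exon 7 inclusion puts luciferase in frame. Cells were plated 10-12 h before compound addition, then incubated 30-36 h at 37C. ONE-Glo luminescence was read; sodium butyrate at 4.5 mM final served as control.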
GAA inh: blocks human lysosomal alpha-glucosidase; purified human GAA, 4-MU-alpha-glucoside fluorescence; Potency, µM (highest dose often 76.9 µM), for inactives: at the highest dose activity change, negative = inhibition, most hits filed as inhibitors; 0.005% of 200,000 active;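 also: plate controls were uninhibited enzyme wells for no effect and no-enzyme background for full effect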
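Human enzyme at 4 nM with 400 uM 4-methylumbelliferyl-alpha-D-pyranoside, citrate/phosphate buffer pH 5.0, 0.005% Tween-20, 20 min at room temperature. Compounds up to 77 uM. 4-MU fluorescence (Ex 365/Em 440) read after NaOH/glycine stop; AC50 from Hill fit.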
ALDH1A1 inh: blocks purified human ALDH1A1 activity; Purified ALDH1A1, NADH fluorescence, propionaldehyde substrate; 7.3% of 220,000 active; P00352; Potency, µM (doses to about 75.3 µM), for the others: at the highest dose activity, negative = inhibition, most hits filed as inhibitors; active = well fitted inhibition curve with a large enough effect, not every such curve was filed as active; inconclusive = small, poorly fitted or top-dose-only effect, or another doubt; inactive = no such curve, though single readings can be large or run the other way;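 also: plate controls were no enzyme wells and a reference inhibitor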
Target sequence (P00352 whole entry, looked up): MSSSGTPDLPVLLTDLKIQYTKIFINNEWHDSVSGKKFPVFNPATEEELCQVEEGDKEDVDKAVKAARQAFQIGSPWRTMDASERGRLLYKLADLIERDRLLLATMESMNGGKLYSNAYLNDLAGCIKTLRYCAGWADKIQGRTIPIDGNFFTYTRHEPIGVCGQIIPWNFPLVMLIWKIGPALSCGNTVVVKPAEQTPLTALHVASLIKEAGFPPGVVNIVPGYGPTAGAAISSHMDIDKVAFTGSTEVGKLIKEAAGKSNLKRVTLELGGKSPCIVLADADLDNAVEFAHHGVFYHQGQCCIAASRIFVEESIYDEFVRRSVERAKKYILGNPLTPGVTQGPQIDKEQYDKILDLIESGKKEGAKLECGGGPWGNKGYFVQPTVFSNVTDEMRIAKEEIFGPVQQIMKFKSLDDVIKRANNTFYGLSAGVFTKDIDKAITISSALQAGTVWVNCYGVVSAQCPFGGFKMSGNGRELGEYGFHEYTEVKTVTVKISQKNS
GAA glycogen mod: alters human alpha-glucosidase cleavage of glycogen | 0.38% of 300,000 active | AID 2100 | Potency, µM (top dose mostly 76.4 µM), for the others: at the top dose activity change, negative = inhibition, most hits filed as inhibitors | recombinant GAA, glycogen substrate, Amplex Red glucose oxidase fluorescence | P10253;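 also: 0% = full enzyme reaction and -100% = no-enzyme basal signal; the screen sought inhibitors and activators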
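Recombinant enzyme (4 nM final) with compounds titrated up to 77 uM and bovine liver glycogen (30 ug) in citrate pH 5.0, 0.01% Tween-20, 37 C 40 min. Released glucose detected by Amplex Red/glucose oxidase (Ex 573/Em 610); AC50 from Hill fits.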
aGlu spleen mod: inhibits or activates alpha-glucosidase in human spleen homogenate. 0.006% of 240,000 active. AID 2112. Potency, µM (highest dose often 79.9 µM), inactives show at the top dose activity change, negative = inhibition, hits mostly inhibitors. human spleen homogenate, 4-MU-alpha-glucoside fluorescence. P10253;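 also: 0% = enzyme with vehicle and -100% = no enzyme basal signal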
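Enzyme source: human spleen homogenate, 1 ug/well. Buffer 50 mM citric acid/K phosphate pH 5.0, 0.01% Tween-20. 4-MU-alpha-glucoside 1 mM; 37 C x 40 min; NaOH/glycine stop; fluorescence.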
KDM4E inh: JMJD2E (human) inhibition. 1.6% of 230,000 active. JMJD2E catalytic domain, FDH-coupled NADH fluorescence (FDH is formaldehyde dehydrogenase). B2RXH2. Potency, µM (titrated, usually from 57.1 µM), for inactives: at the highest dose activity change, negative = inhibition, most hits filed as inhibitors. AID 2147; active = well fitted inhibition curve with a large enough effect, not every such curve was filed as active; inconclusive = small, poorly fitted or top-dose-only effect, or another doubt; inactive = no such curve, though single readings can be large or run the other way;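 also: 0% = wells with enzyme and -100% = buffer wells without enzyme; nearly all actives have a fitted effect of over 50% in size; many of its hits are not listed in these tables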
Target sequence (B2RXH2 1-337 limits assumed): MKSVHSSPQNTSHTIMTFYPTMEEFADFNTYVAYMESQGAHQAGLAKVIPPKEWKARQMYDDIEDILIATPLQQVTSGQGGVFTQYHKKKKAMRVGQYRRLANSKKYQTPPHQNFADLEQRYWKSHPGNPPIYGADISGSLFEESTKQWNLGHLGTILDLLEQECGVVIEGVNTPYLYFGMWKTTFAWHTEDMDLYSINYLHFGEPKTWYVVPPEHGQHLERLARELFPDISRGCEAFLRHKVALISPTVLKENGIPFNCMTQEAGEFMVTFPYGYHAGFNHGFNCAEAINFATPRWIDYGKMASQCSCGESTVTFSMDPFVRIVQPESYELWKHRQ
The depositor's hits bear a star; ? = inconclusive; · = not tested or not shown; [ ] = remark or other dose. Unless noted, calls follow the shape of the dose curve; as a rule, active = well fitted curve in the direction sought with a large enough effect; inconclusive = small, poorly fitted or top-dose-only effect, or another doubt; inactive = no such curve, though single readings can be large; an effect the other way counts as inactive or inconclusive. Potency is read from the fitted curve at half-maximal effect. A portion of the library; the hit share may differ from the screen's.

Screens in order – GoLoco inh red	GLA spleen mod	SMN2 splice up	GAA inh	ALDH1A1 inh	GAA glycogen mod	aGlu spleen mod	KDM4E inh
O=C(Nc1ccccc1Cl)c1ccc2c(c1)N(Cc1ccc(F)cc1)C(=O)CS2=O (configuration not stated)
    2%	-3%	14%	?	1%	-5%	-2%	-1%
CCNC(=O)NC(=O)COC(=O)c1ccccc1SCC(=O)NC(=O)NCC
    16%	17%	8.9µM*	?	·	6%	-10%	-5%
N=c1c(C(=O)NC2CCCC2)cc2c(=O)n3ccccc3nc2n1C1CCCC1
    0%	?	-29%	14%	?	-4%	-2%	168%[activator]
CC1(C)OC(c2ccccc2)=C/C(=C/C=C2C(=O)c3ccccc3C2=O)O1
    -55%	-13%	-56%[inhibitor]	-11%	-15%	-4%	-2%	-1%
COc1ccc(/C=N/NC(=S)Nc2cccc(C(=O)O)c2)cc1OC
    3%	3%	2%	-1%	-1%	?	-6%	-29%
COc1ccc(C(=O)N2CCC3(CC2)CN(c2ccccc2)C3)cc1
    -8%	-12%	-44%[inhibitor]	·	-16%	·	-5%	·
CC(=O)NCCn1c(SCc2cc(F)ccc2F)nc2ccccc2c1=O
    -2%	5%	2%	-1%	?	4%	-7%	3%
C/C(=N\Nc1nccnc1Cl)c1ccc([N+](=O)[O-])cc1
    -3%	8%	-26%	-4%	3%	-14%	0%	-2%
COc1ccccc1C(=O)N1CCN(C(=O)COc2cccc(C)c2)CC1
    6%	3%	-7%	4%	-4%	3%	3%	4%
CCCOC(=O)Nc1ccccc1C(N)=O
    9%	9%	8%	-8%	1%	-20%	0%	4%
CC1CCc2nn(CC(=O)NCc3ccc(F)cc3)cc2C1 (configuration not stated)
    2%	2%	1%	2%	-5%	5%	-8%	8%
COc1ccc2nc(NC(=O)c3ccc(NS(=O)(=O)c4cccs4)cc3)sc2c1
    6%	-1%	-12%	1%	?	7%	-6%	?
CCOc1ccccc1N/C=C/C(=O)C(C)(C)C
    -1%	-5%	-2%	-2%	-5%	11%	-9%	0%
COc1cc(/C=C/c2nc3ccc([N+](=O)[O-])cc3s2)ccc1OCC(=O)O
    21%	1%	·	·	·	6%	5%	6%
COc1ccc(OC)c(Cc2nnc(CCC(=O)NCc3ccsc3)o2)c1
    12%	-1%	·	?	0%	12%	-2%	3%
CN(CC(=O)Nc1ccc(N2CCOCC2)cc1)Cc1cc(=O)n2ccsc2n1
    -9%	4%	4%	0%	?	5%	·	?
Cc1ccc(-c2nnc(CSc3nncn3N)o2)cc1
    -4%	0%	7%	-1%	-20%	4%	-4%	0%
COC(=O)c1scc(C)c1NC(=O)C(Cl)c1ccccc1 (configuration not stated)
    3%	0%	1%	-2%	5%	3%	·	7%
CCOC(=O)C1(C)NC(c2ccco2)C2C(=O)N(c3ccccc3)C(=O)C21 (configuration not stated)
    16%	-4%	2%	3%	5%	4%	-4%	-5%
Clc1cccc(N2CCN(Cc3nnc(-c4ccccc4)o3)CC2)c1
    2%	-1%	6%	?	-5%	-2%	2%	5%
O=C(CSc1ccccn1)NC1CCCC1
    6%	-8%	16%	2%	?	17%	-4%	-2%
Cc1cc(=O)[nH]c(N2CCc3ccccc3C2)n1
    6%	-25%	·	8%	2%	0%	0%	-16%
CCCCNC(=S)NNC(=O)c1ccc2c(c1)OCO2
    ·	0%	·	9%	9%	-25%	-1%	-1%
Cc1ccnc(NS(=O)(=O)c2ccc(NC(=O)CN3C(=O)CCC3=O)cc2)n1
    5%	-2%	2%	1%	2%	12%	6%	-6%
COc1ccc(C2(C(=O)O)CCCC2)cc1
    3%	-11%	8%	7%	8%	-4%	-3%	-2%
CC1CN(C(=O)c2ccccc2)OC(c2ccc3c(c2)OCO3)O1 (configuration not stated)
    -25%	-5%	14%	-1%	?	-30%	-18%	3%
O=C(Nc1nccs1)C1CCN(S(=O)(=O)c2cccs2)CC1
    13%	2%	-14%	8%	1%	-5%	1%	16%
CCN(CC)CCNc1nc2c(c(=O)[nH]c(=O)n2C)n1CC(O)COc1ccc(Cl)cc1Cl (configuration not stated)
    15%	3%	-4%	-9%	-1%	-6%	2%	-4%
O=[N+]([O-])c1cc(S(=O)(=O)N2CCCC2)ccc1SCCO
    4%	6%	3%	4%	?	2%	-11%	10%
Cc1ccc2c(c1)c(N=Nc1cccc(C(=O)O)c1)c(O)n2C
    11%	1%	·	-3%	-8%	-19%	-15%	-1%
Cc1c(CN2CCC(C)CC2)c(=O)n(-c2ccccc2)n1C
    2%	7%	-2%	-1%	3%	-9%	7%	5%
O=C1C=C(Nc2ccccc2)C(=O)c2ccccc21
    43%[activator]	7%	13µM*	-9%	?	3%	-2%	2%
CCOC(=O)c1c(NC(=O)Nc2ccccc2)sc(C)c1C
    6%	10%	-3%	-3%	-16%	1%	6%	-15%
COC(=O)c1ccc(COc2ccccc2/C=C(\C#N)C(=O)Nc2ccc(C)cc2)cc1
    10%	1%	-41%[inhibitor]	4%	7%	0%	-1%	12%
COc1ccc(C2CC(=O)N(c3ccccc3)C3=C2C(=O)CCC3)cc1 (configuration not stated)
    8%	9%	·	·	·	7%	9%	5%
Cn1c(=O)c2c(nc(Br)n2CCSc2ncccn2)n(C)c1=O
    -3%	-13%	-11%	0%	3%	-5%	?	-2%
CC12CC(NC(=O)N1Cc1ccccc1)c1ccccc1O2 (configuration not stated)
    -1%	-8%	7%	-4%	12%	-6%	-7%	10%
C=CCNCCCCOc1ccccc1-c1ccccc1
    7%	2%	-4%	?	11%	-5%	-7%	-3%
c1ccc2c(c1)nc(N1CCOCC1)c1c3ccccc3[nH]c21
    4%	7%	-27%	-1%	?	-1%	3%	?
O=c1cc(CN2CCN(c3ccccc3)CC2)c2cc(O)c(-c3ccccc3)cc2o1
    5%	-6%	-26%	-7%	?	1%	-1%	-2%

2 of the compounds above, with bars between the fields:
mol | GoLoco inh red | GLA spleen mod | SMN2 splice up | GAA inh | ALDH1A1 inh | GAA glycogen mod | aGlu spleen mod | KDM4E inh
CN(CC(=O)Nc1ccc(N2CCOCC2)cc1)Cc1cc(=O)n2ccsc2n1 | -9% | 4% | 4% | 0% | ? | 5% | · | ?
Cc1ccc(-c2nnc(CSc3nncn3N)o2)cc1 | -4% | 0% | 7% | -1% | -20% | 4% | -4% | 0%

(further entries)
Labels used below – A = GoLoco inh red; B = GLA spleen mod; C = SMN2 splice up; D = GAA inh; E = ALDH1A1 inh; F = GAA glycogen mod; G = aGlu spleen mod; H = KDM4E inh
> C[C@@H]1NC(=O)c2cc([N+](=O)[O-])cc(I)c2OCC[C@@H](C(=O)NC(CC(=O)O)C(N)=O)NC(=O)[C@H](CCC(=O)O)NC1=O (some centres not stated)
  A: 5% | B: -5% | C: 1% | D: -3% | E: 5% | F: 2% | G: -7% | H: -5%
> CCn1c(=O)c(C(=O)Nc2ccccc2C)c(O)c2ccccc21
  A: 1% | B: 5% | C: -32%[inhibitor] | D: -2% | E: 17% | F: 4% | G: 3% | H: ?
> Cc1ccc(SCc2nc3ncccn3c2Br)cc1
  A: 0% | B: -1% | C: · | D: · | E: · | F: -3% | G: -2% | H: 5%
> N/C(=N\OC(=O)c1ccc2c(c1)OCO2)c1cccc(Br)c1
  A: 1% | B: 4% | C: · | D: -13% | E: 9% | F: 14% | G: -1% | H: -6%
> COc1cc(C(C)=O)ccc1COc1ccc(C(=O)OCC(=O)NC2CCS(=O)(=O)C2)cc1OC (configuration not stated)
  A: -5% | B: 4% | C: -8% | D: -12% | E: 1% | F: 7% | G: 2% | H: 4%
> CSc1nc2c(cc1C#N)CCCCC2
  A: -35% | B: -6% | C: 6% | D: -3% | E: -1% | F: 2% | G: -9% | H: 0%
> COc1ccc(S(=O)(=O)N(C)C)cc1NCC(=O)Nc1cccc(C#N)c1
  A: 6% | B: -1% | C: -8% | D: -5% | E: 20µM* | F: 6% | G: 0% | H: ?
> Cc1nc(Nc2ccc3c(c2)OCCO3)c2nnn(Cc3ccccc3Cl)c2n1
  A: 7% | B: 2% | C: -45%[inhibitor] | D: -10% | E: ? | F: -8% | G: -3% | H: ?

In another format: three of the compounds above.
> C[C@@H]1NC(=O)c2cc([N+](=O)[O-])cc(I)c2OCC[C@@H](C(=O)NC(CC(=O)O)C(N)=O)NC(=O)[C@H](CCC(=O)O)NC1=O (some centres not stated)
  GoLoco inh red = 5%
  GLA spleen mod = -5%
  SMN2 splice up = 1%
  GAA inh = -3%
  ALDH1A1 inh = 5%
  GAA glycogen mod = 2%
  aGlu spleen mod = -7%
  KDM4E inh = -5%

> COc1cc(C(C)=O)ccc1COc1ccc(C(=O)OCC(=O)NC2CCS(=O)(=O)C2)cc1OC (configuration not stated)
  GoLoco inh red = -5%
  GLA spleen mod = 4%
  SMN2 splice up = -8%
  GAA inh = -12%
  ALDH1A1 inh = 1%
  GAA glycogen mod = 7%
  aGlu spleen mod = 2%
  KDM4E inh = 4%

> COc1ccc(S(=O)(=O)N(C)C)cc1NCC(=O)Nc1cccc(C#N)c1
  GoLoco inh red = 6%
  GLA spleen mod = -1%
  SMN2 splice up = -8%
  GAA inh = -5%
  ALDH1A1 inh = 20µM*
  GAA glycogen mod = 6%
  aGlu spleen mod = 0%
  KDM4E inh = ?
